# From PubChem BioAssay
# rTrxR1 inhibitor = blocks rat thioredoxin reductase 1. hit rate 1% among 390,000. AID 588453. Potency, µM (series often up to 114 µM), for the others: at the top dose activity change, negative = inhibition, usual class: inhibitors. O89049. recombinant rTrxR1, NADPH fluorescence consumption, selenite substrate; further: on the % scale 0 is the no-effect control and ±100 the full control effect; nearly all actives have a fitted effect of over 65% in size
#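 Rat TrxR1 (90 nM in the dispensed reagent) was pre-reduced with 400 uM NADPH for 5 min at room temperature, then incubated with compound for 15 min. After 400 uM selenite was added, NADPH fluorescence (Ex 340/Em 450 nm) was followed for 8 min.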
# ERG-DNA inh = inhibitors of human ERG Ets domain-DNA interaction. P11308. fluorescence polarization, His-ERG Ets domain / labelled DNA. Potency, µM (titrated, usually from 76.9 µM), for inactives: top-dose FP activity, negative = inhibition, actives largely listed as inhibitors. hit rate 0.028% among 370,000; active means well fitted inhibition curve with a large enough effect in the polarisation, with a control signal flat; inconclusive means small, poorly fitted or top-dose-only effect, or effect the other way, or a change in a side signal; inactive means no such curve, though single readings can be large or run the other way; the % refers to the polarisation;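 further: polarization taken with two DNA probes labelled with fluorescein and Texas red; % of control where 0% means no effect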
# Target sequence (P11308 whole entry, looked up, the tested form may be a part): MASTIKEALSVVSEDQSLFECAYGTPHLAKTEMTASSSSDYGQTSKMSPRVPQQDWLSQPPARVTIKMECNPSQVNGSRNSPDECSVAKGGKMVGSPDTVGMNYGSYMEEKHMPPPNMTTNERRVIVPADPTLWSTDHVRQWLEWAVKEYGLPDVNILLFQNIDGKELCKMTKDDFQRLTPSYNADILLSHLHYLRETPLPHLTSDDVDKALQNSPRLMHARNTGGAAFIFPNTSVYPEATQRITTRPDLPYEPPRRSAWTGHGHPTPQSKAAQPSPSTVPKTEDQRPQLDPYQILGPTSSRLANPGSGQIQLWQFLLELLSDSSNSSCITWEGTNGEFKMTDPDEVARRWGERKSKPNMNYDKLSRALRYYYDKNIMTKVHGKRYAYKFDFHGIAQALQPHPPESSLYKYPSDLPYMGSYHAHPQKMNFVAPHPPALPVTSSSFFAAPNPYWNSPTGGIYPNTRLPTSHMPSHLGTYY
#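 His-tagged ERG Ets domain (1 uM in the protein solution; 300mM KCl, 50mM Tris-HCl, 1mM EDTA, 1mM DTT, pH 7.5) received compound, then a probe mix of 5 nM fluorescein-DNA and 100nM Texas-615-DNA. Fluorescence polarization was read for both dyes.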
# ALOX12 inh = inhibitors of human 12S-lipoxygenase ALOX12; P18054; purified 12hLO, xylenol orange hydroperoxide absorbance; Potency, µM (titrated, usually from 108 µM), for inactives: at the top dose activity change, negative = inhibition, most hits filed as inhibitors; hit rate 1.1% among 580,000; AID 1671190; further: on the % scale 0 is the no-effect control and ±100 the full control effect
#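 Hydroperoxide product was detected by ferrous iron/xylenol orange as the 573 to 405 nm absorbance ratio. Arachidonic acid at 40 uM (final) was turned over for 30 min at room temperature by 150 nM human 12hLO, pH 7.0 Hepes buffer, after 15 min compound preincubation.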
# Pin1 inhibitor = human Pin1 inhibition. Pin1 FP peptide displacement, HiFluor488, 10 min. Potency, µM (doses to about 115 µM), inactives show at the highest dose activity, negative = inhibition, usual class: inhibitors. hit rate 0.009% among 390,000; active means well fitted inhibition curve with a large enough effect in the polarisation, with a control signal flat, not every such curve was filed as active; inconclusive means small, poorly fitted or top-dose-only effect, or effect the other way, or a change in a side signal; inactive means no such curve, though single readings can be large or run the other way; the % refers to the polarisation; further: on the % scale 0 is the no-effect control and ±100 the full control effect
# Target sequence (Q13526 whole entry, looked up): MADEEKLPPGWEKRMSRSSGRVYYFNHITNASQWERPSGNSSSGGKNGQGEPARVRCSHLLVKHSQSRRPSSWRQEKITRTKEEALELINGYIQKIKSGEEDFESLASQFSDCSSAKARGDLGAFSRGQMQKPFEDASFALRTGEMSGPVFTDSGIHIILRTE
# PGK inhibitor = blocks T. brucei phosphoglycerate kinase; PGK/GAPDH coupled, Kinase-Glo luminescence, 60 min; Potency, µM (series often up to 57.5 µM), for the others: top-dose activity change, negative = inhibition, most hits filed as inhibitors; hit rate 0.043% among 380,000; further: on the % scale 0 is the no-effect control and ±100 the full control effect; nearly all actives have a fitted effect of over 60% in size
#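 Luminescent ATP detection (Kinase-Glo Plus) follows a 60-minute room-temperature incubation, with wells lacking PGK as controls. Buffer: 100 mM TEA (pH 7.6), 5 mM MgCl2, 0.01% Tween-20. Coupling enzyme GAPDH (100 nM final) supplies unstable 1,3-BPG in-well.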
# JMJD2A Tudor inh = inhibitors of human JMJD2A Tudor domain; O75164; AlphaScreen JMJD2A-Tudor / H3K4me3 peptide binding; Potency, µM (top dose mostly 114 µM), without a hit: at the highest dose activity change, negative = inhibition, most hits filed as inhibitors; hit rate 4.4% among 390,000; AID 504339; further: on the % scale 0 is the no-effect control and ±100 the full control effect; nearly all actives have a fitted effect of over 50% in size
# HP1b binding inh = inhibitors of HP1-beta chromodomain binding to methylated histone tails | AID 540317 | Potency, µM (top dose mostly 114 µM), inactives show at the highest dose activity change, negative = inhibition, hits mostly inhibitors | P83916 | hit rate 0.56% among 390,000 | AlphaScreen HP1-beta / biotin-H3K9me3 peptide binding; further: nearly all actives have a fitted effect of over 70% in size; inactives centre near 23
# Target sequence (P83916 whole entry, looked up): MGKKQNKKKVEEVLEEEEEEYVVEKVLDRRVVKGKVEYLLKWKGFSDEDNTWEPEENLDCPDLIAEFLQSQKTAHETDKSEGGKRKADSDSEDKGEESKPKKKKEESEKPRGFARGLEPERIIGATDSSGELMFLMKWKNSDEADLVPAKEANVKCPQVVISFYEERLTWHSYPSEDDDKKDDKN
#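 HP1-beta protein (50 nM final) preincubated 30 min at room temperature with biotinylated H3(1-18)K9me3 peptide (50 nM) in PBS pH 7.4, 0.01% Tween-20, then compound added for 30 min. AlphaScreen streptavidin donor/nickel chelate acceptor beads (10 ug/mL final), 30 min dark, luminescence read.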
# RGS4 inhibitor = inhibitors of human regulator of G protein signaling 4; P49798; Transcreener GDP fluorescence polarization, RGS4-accelerated GTP hydrolysis; Potency, µM (highest dose often 114 µM), without a hit: top-dose activity change, negative = inhibition, actives largely listed as inhibitors; hit rate 0.039% among 390,000; AID 504845; further: on the % scale 0 is the no-effect control and ±100 the full control effect; nearly all actives have a fitted effect of over 75% in size; some results filed as inactive show a strong effect at the top dose
# Target sequence (P49798 whole entry, looked up): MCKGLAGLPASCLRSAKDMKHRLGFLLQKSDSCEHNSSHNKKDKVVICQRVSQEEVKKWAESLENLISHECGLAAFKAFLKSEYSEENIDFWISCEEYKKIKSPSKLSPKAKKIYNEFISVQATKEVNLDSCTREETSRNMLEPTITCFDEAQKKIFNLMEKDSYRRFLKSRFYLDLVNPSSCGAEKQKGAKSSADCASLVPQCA
#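 MLSMR compounds (23 nl, pin-transferred) preincubated 10 min at room temperature with a 500nM (2x) first reagent, then RGS4 at 900nM (2x) plus Transcreener GDP mix added; fluorescence polarization (620/688 nm) read before and after 90 min at 30 °C.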
# GLS inhibitor = glutaminase GLS (human) inhibition; O94925; GLS enzymatic activity, qHTS titration; Potency, µM (top dose mostly 45.5 µM), without a hit: at the top dose activity change, negative = inhibition, actives largely listed as inhibitors; hit rate 0.21% among 410,000; AID 624170; further: on the % scale 0 is the no-effect control and ±100 the full control effect
#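 hKGA; 45 mM KH2PO4 pH 8.2 + 0.02% Tween-20; cpd via pin tool; 1 mM Gln soln; GluOx/HRP/Amplex Red; RT 30 min; fluor. t0 & final.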
# Active calls of the source: *; i = inactive; ? = inconclusive; . = not tested or not shown; & = joins results of further samples; [ ] = remark or other dose. Unless noted, the call rests on the fitted dose curve; in most records, active means well fitted curve in the direction sought with a large enough effect; inconclusive means small, poorly fitted or top-dose-only effect, or another doubt; inactive means no such curve, though single readings can be large; an effect the other way counts as inactive or inconclusive. Potency means the concentration at half of the fitted maximal effect. A portion of the library; rates above refer to the full screens.
rTrxR1 inhibitor | ERG-DNA inh | ALOX12 inh | Pin1 inhibitor | structure | PGK inhibitor | JMJD2A Tudor inh | HP1b binding inh | RGS4 inhibitor | GLS inhibitor
17%[57.1 µM] | 5% | 16% | 2% | O=C(COC(=O)CCN1C(=O)c2ccccc2C1=O)Nc1ccc(S(=O)(=O)N2CCCC2)cc1 | i | -6% | 18% | 14% | 2%
-2% | 3% | 99%[activator] | -10% | C[C@H](NC(=O)C1CCN(C(=O)[C@H](Cc2ccccc2)NC(=O)OC(C)(C)C)CC1)C(=O)O | -8% | 2% | 23% | 3% | 0%
15%&0% | 5%&4% | 17%&-5% | -1%&-2% | COc1ccc(-c2nnc(SCC(=O)N3CCCCC3)o2)cc1 | -11%&-2% | -10%&8% | -4%&26% | 26%&0% | -4%&-2%
14%[57.1 µM] | -4% | -8% | 0% | Cc1ccccc1NC(=S)N(CCCN1CCCCC1)Cc1ccco1 | -6% | -12% | 8% | 11% | 2%
5% | 2% | -11% | 0% | CCC1CCCCN1CCCNC(=O)c1csc2c1CCCCC2 (configuration not stated) | 3% | 12% | 45%[activator] | -4% | 7%
15%&1% | -9%&3% | -3%&-24% | 0%&-1% | CCOc1cc(CNC(=O)CCCn2c(=O)c3cccn3c3cccnc32)cc(OCC)c1OCC | -3% | -7%&-10% | 43%&16%[activator] | 5%&-8% | -1%&-3%
19% | -2% | 0% | -5% | COc1ccc(Cc2nc3c4cnn(-c5cccc(F)c5)c4ncn3n2)cc1 | . | -8% | 12% | 18% | 7%
-2% | 4% | -1% | 3% | CC(C)CCNC(=O)C1CCCN(S(=O)(=O)c2ccc(-n3cnnn3)cc2)C1 (configuration not stated) | 1% | -1% | 23% | 27% | -26%
12% | 7% | -25% | -1% | CCOc1ccc2c(c1)c(=O)c(C(=O)c1ccc(CC)cc1)cn2CC(=O)Nc1cccc(Cl)c1 | i | -15% | 38% | 27% | 11%
-14%[57.1 µM] | 2% | -23% | 14% | CCOc1ccc(C(=O)Nc2ccc(-n3nncc3-c3ccccc3)cc2)cc1OCC | -5% | -17% | 24% | -3% | 3%
17% | 8% | 13% | 0% | CCOC(=O)CSc1nc2ccccc2n1CC(=O)NC(C)(C)C | -9% | 4% | 19% | 34% | -3%
18% | 2% | 8% | -2% | O=C(O)CCC(=O)OC1CC2CCC1C2 (configuration not stated) | -7% | -5% | 44%[activator] | -15% | -2%
8% | 0% | 482%[activator] | 0% | CCN(CC(=O)Nc1ccccc1C(F)(F)F)C(=O)c1ccc2c(=O)n3c(nc2c1)CCC3 | -4% | 9% | 36%[activator] | -13% | -4%
1%[57.1 µM] | -9% | 0% | -2% | COC(=O)Cn1c2ccccc2c2nc3ccccc3nc21 | i | -5% | 65%[activator] | -18% | -15%
-12% | 0% | 6% | 0% | Cc1ccsc1/C=C(\C#N)C(=O)Nc1c(C)n(C)n(-c2ccccc2)c1=O | 7% | -14% | 30% | 25% | 24%
-11% | -2% | 6% | 34%[activator] | CCOC(=O)CCC(NC(=O)CCCC(=O)NC(CCC(=O)OCC)C(=O)OCC)C(=O)OCC (configuration not stated) | 0% | 0% | 25% | -2% | 3%
-8% | -5% | -13% | -2% | CCC(=O)NC(Nc1ccccn1)(C(=O)OC)C(F)(F)F (configuration not stated) | -1% | 2% | 27% | -5% | 9%
1%[57.1 µM] | 3% | -19% | -4% | Cc1sc2ncn(CC(=O)N(C)C3CCCCC3)c(=O)c2c1C | -8% | -20% | -2% | 16% | -4%
8% | -10% | 0% | -8% | O=C(O)c1ccc(C(=O)C(=O)c2ccccc2)cc1 | -1% | -1% | 16% | 11% | 15%
-1% | -3% | -11% | -9% | CCC1(C)Cc2c(C#N)c(N)n(-c3ccccc3)c(=O)c2CO1 (configuration not stated) | 8% | -13% | 15% | -7% | 9%
35%[activator] | -6% | -4% | -6% | Cc1ccc(OC(=O)c2cc(-c3ccc(Cl)cc3)on2)c(C)c1 | i | -2% | 44%[activator] | 0% | -5%
41%[activator] | 1% | -2% | -2% | Cc1csc(NC(=O)CSc2nc(=O)cc(N)n2-c2ccc(F)cc2)n1 | -1% | 2% | 19% | 8% | -5%
-4%[2.29 µM] | . | 18% | 2% | CSc1nc2ccc(NC(=O)CSc3nnc(N)s3)cc2s1 | -4% | -12% | 50%[activator] | 2% | 4%
-2% | -4% | 0% | 0% | CC#CCCCC(=O)Nc1cc(OC)nc(OC)n1 | -10% | -16% | 18% | -42% | 0%
25% | -6% | -7% | -3% | O=C(Nc1ccccc1)c1ccsc1 | 2% | 5% | 24% | 7% | 2%

# The closing 2 entries of the part above open the next one:
rTrxR1 inhibitor | ERG-DNA inh | ALOX12 inh | Pin1 inhibitor | structure | PGK inhibitor | JMJD2A Tudor inh | HP1b binding inh | RGS4 inhibitor | GLS inhibitor
-2% | -4% | 0% | 0% | CC#CCCCC(=O)Nc1cc(OC)nc(OC)n1 | -10% | -16% | 18% | -42% | 0%
25% | -6% | -7% | -3% | O=C(Nc1ccccc1)c1ccsc1 | 2% | 5% | 24% | 7% | 2%
-4% | . | -4% | 1% | Cc1sc(NC(=O)CSc2nnc(C)c(=O)[nH]2)c(C#N)c1C | . | -15% | 9% | 6% | 8%
14% | 1% | -2% | -7% | CC12CCC(C(=O)NCc3ccccc3Cl)(OC1=O)C2(C)C (configuration not stated) | -1% | -1% | 42%[activator] | 4% | 0%
18%[57.1 µM] | 9% | -22% | 1% | CCOC(=O)c1ccc(NC(=O)Cn2c(=O)cc(C)c3c(C)nn(-c4ccc(CC)cc4)c32)cc1 | -2% | -18% | 18% | 7% | -9%
-21% | -1% | -17% | ? | CC1=C/C(=C\c2ccc(Br)o2)C(=O)O1 | 10µM* | 40µM* | ? | -5% | 11µM*
7%[57.1 µM] | -30% | ? | -5% | CCC(C)(C)n1nnnc1C(c1cc(OC)ccc1OC)N1CCN(Cc2ccccc2)CC1 (configuration not stated) | -2% | -36% | 5% | 9% | ?
8%[57.1 µM] | 12% | -6% | 26% | Cc1ccccc1NC(=O)Cc1nc(COC(=O)COc2cccc(C)c2C)cs1 | -9% | -13% | 9% | 2% | 0%
12% | -1% | 0% | 0% | CC(C)(C)c1ccc(C(=O)NNC(=O)c2ccncc2)cc1 | i | -10% | 32%[activator] | -4% | 7%
-4%[57.1 µM] | 1% | ? | 2% | O=C(CNS(=O)(=O)c1cccc2nsnc12)NCc1ccc(Cl)cc1 | -6% | -6% | 36% | -51% | 3%
11% | . | 0% | -2% | NS(=O)(=O)c1ccc(NC(=O)C2CCCN(S(=O)(=O)c3ccc(F)cc3)C2)cc1 (configuration not stated) | . | -6% | 26% | 14% | -2%
-7% | -5% | 0% | -8% | COc1ccc(S(=O)(=O)Nc2ccc(S(=O)(=O)N3CCOCC3)cc2)cc1C | -1% | -14% | 18% | -22% | 18%
-2%[57.1 µM] | 1% | ? | ? | O=C1/C(=C/c2cccs2)SC(=S)N1C1CCS(=O)(=O)C1 (configuration not stated) | i | ? | -17% | -30% | -2%
15% | . | 1%[57.4 µM] | 6% | COc1ccc(S(=O)(=O)N(C)c2ccc(C(=O)N3CCOCC3)cc2)cc1OC | -4% | -4% | 4% | 0% | 13%
-4%[57.1 µM] | 2% | 0% | -1% | CCC(C)NCC(O)COCc1ccc(Cl)cc1 (configuration not stated) | -4% | -11% | 27% | -10% | 8%

# Gathered by group, the compounds so far with two or more sulfur atoms.
rTrxR1 inhibitor | ERG-DNA inh | ALOX12 inh | Pin1 inhibitor | structure | PGK inhibitor | JMJD2A Tudor inh | HP1b binding inh | RGS4 inhibitor | GLS inhibitor
41%[activator] | 1% | -2% | -2% | Cc1csc(NC(=O)CSc2nc(=O)cc(N)n2-c2ccc(F)cc2)n1 | -1% | 2% | 19% | 8% | -5%
-4%[2.29 µM] | . | 18% | 2% | CSc1nc2ccc(NC(=O)CSc3nnc(N)s3)cc2s1 | -4% | -12% | 50%[activator] | 2% | 4%
-4% | . | -4% | 1% | Cc1sc(NC(=O)CSc2nnc(C)c(=O)[nH]2)c(C#N)c1C | . | -15% | 9% | 6% | 8%
-4%[57.1 µM] | 1% | ? | 2% | O=C(CNS(=O)(=O)c1cccc2nsnc12)NCc1ccc(Cl)cc1 | -6% | -6% | 36% | -51% | 3%
11% | . | 0% | -2% | NS(=O)(=O)c1ccc(NC(=O)C2CCCN(S(=O)(=O)c3ccc(F)cc3)C2)cc1 (configuration not stated) | . | -6% | 26% | 14% | -2%
-7% | -5% | 0% | -8% | COc1ccc(S(=O)(=O)Nc2ccc(S(=O)(=O)N3CCOCC3)cc2)cc1C | -1% | -14% | 18% | -22% | 18%
-2%[57.1 µM] | 1% | ? | ? | O=C1/C(=C/c2cccs2)SC(=S)N1C1CCS(=O)(=O)C1 (configuration not stated) | i | ? | -17% | -30% | -2%
